NCI-60 one-dose screen, 48 h, at 10 µM unless noted. Numbers give growth in % (100 = growth as untreated, 0 = no growth, -100 = all killed).
RXF 393 – RXF 393 renal cancer cells. 6.9% of 77,000 active. AID 1794773
NCI-H522 – NCI-H522 lung cancer. 8% of 78,000 active. AID 1794739
A498 – A498 renal cancer cells. 5.4% of 76,000 active. AID 1794774
NCI-H460 – NCI-H460 lung cancer; 6.8% of 82,000 active
NCI-H23 – NCI-H23 lung cancer; AID 1794731; 4% of 80,000 active
NCI-H226 – NCI-H226 lung cancer. 3.5% of 79,000 active
HT29 – HT29 colon cancer. 7.4% of 81,000 active
NCI-H322M – NCI-H322M lung cancer. 2.7% of 80,000 active. AID 1794733
COLO 205 – COLO 205 colon cancer; 7.3% of 79,000 active
* marks the source's active call; other numbers are inactive results; & = joins results of further samples. The calls were made as follows: active = growth percent below 10; inactive = the rest.

`O=S(=O)(c1ccc(Cl)c(Cl)c1)c1ccc(Cl)c(Cl)c1` gave RXF 393 102, NCI-H522 105, A498 97, NCI-H460 107, NCI-H23 95, NCI-H226 92, HT29 99, NCI-H322M 91 and COLO 205 121.
Nc1nc(-c2ccc(C(F)(F)F)cc2)nn1-c1nc2ccccc2s1 was read as RXF 393 114, NCI-H522 89, A498 96, NCI-H460 105, NCI-H23 99, HT29 97, NCI-H322M 102 and COLO 205 112.
For N#Cc1ccc(Cn2c(-c3nonc3N)nc3ccccc32)cc1 the results were RXF 393 78, NCI-H522 57, A498 74, NCI-H460 95, NCI-H23 83, NCI-H226 86, HT29 81, NCI-H322M 73 and COLO 205 75.
Cc1ccc(C)c(C2=NN(c3ccc(S(=O)(=O)NC(=O)NCc4ccccc4)cc3)C(c3ccc(Cl)cc3)C2)c1 (stereo unspecified) was read as RXF 393 98, A498 111, NCI-H460 92, NCI-H23 93, NCI-H226 90, HT29 97, NCI-H322M 85 and COLO 205 110.
Screening O=C(c1ccc(OCCN2CCCCC2)cc1)c1c(-c2ccc(OS(=O)(=O)c3ccc(C(F)(F)F)cc3)cc2)sc2cc(OS(=O)(=O)c3ccc(C(F)(F)F)cc3)ccc12 returned RXF 393 84, NCI-H522 73, A498 109, NCI-H460 102, NCI-H23 95, NCI-H226 89, HT29 70, NCI-H322M 95 and COLO 205 90.
For CSc1nc(Nc2cccc(NC(=O)/C(C#N)=C/c3ccc(N(C)C)cc3)c2)c(C#N)c(-c2cccc([N+](=O)[O-])c2)n1 the results were RXF 393 91, NCI-H522 100, A498 90, NCI-H460 100, NCI-H23 95, NCI-H226 89, HT29 102, NCI-H322M 104 and COLO 205 103.
For Cc1ccc(S(=O)(=O)N2C/C(=C\c3cc(F)cc(F)c3)C(=O)/C(=C/c3cc(F)cc(F)c3)C2)cc1 the results were A498 -26*, NCI-H460 5.7*, NCI-H23 -22*, HT29 -49*, NCI-H322M 27 and COLO 205 1.4*.
Screening CC(O)CCC1CCCO1 (stereo unspecified) returned RXF 393 104, NCI-H522 73, A498 98, NCI-H460 104, NCI-H23 98, NCI-H226 87, HT29 95, NCI-H322M 102 and COLO 205 108.
For Cc1c(C)c2ccc(O)c(NC(=O)Nc3ccccc3)c2oc1=O the results were RXF 393 111, A498 110, NCI-H460 106, NCI-H23 100, NCI-H226 104, HT29 94, NCI-H322M 91 and COLO 205 105.
CCCCC(CC)C(C(C)=O)N(C)C (stereo unspecified) was read as RXF 393 105, A498 133, NCI-H460 106, NCI-H23 102, NCI-H226 97, HT29 99, NCI-H322M 110 and COLO 205 101.
For CN(C)c1cccc([N+](=O)[O-])c1 the results were RXF 393 121, NCI-H522 94, A498 110, NCI-H460 114, NCI-H23 106, NCI-H226 108, HT29 99, NCI-H322M 100 and COLO 205 109.
Screening COc1cc(C(=O)CCN(C)C)cc(OC)c1OC returned RXF 393 114, NCI-H522 88, A498 114, NCI-H460 109, NCI-H23 98, NCI-H226 106, HT29 98 and COLO 205 116.
`Cc1ccc(-c2nc(SCC(=O)c3ccc(Cl)cc3)[nH]c(=O)c2C#N)cc1` gave RXF 393 107, NCI-H522 86, A498 90, NCI-H460 110, NCI-H23 102, NCI-H226 97, HT29 97, NCI-H322M 93 and COLO 205 112.
Screening O=C(Cn1nncc1CN1C(=O)CSC1=O)Nc1ccc([N+](=O)[O-])cc1 returned RXF 393 118, NCI-H522 103, A498 117, NCI-H460 106, NCI-H23 106, NCI-H226 91, HT29 109, NCI-H322M 106 and COLO 205 114.
COc1ccc2c(Nc3ccc(NS(C)(=O)=O)cc3)c3ccccc3nc2c1 was read as RXF 393 -74*, NCI-H522 -59*, NCI-H460 -22*, NCI-H23 -19*, NCI-H226 -27*, HT29 -45*, NCI-H322M 9.3* and COLO 205 -74*.
For CN(C)c1nc(N)nc(Nc2ccc(Br)cc2)c1N=O the results were RXF 393 118, NCI-H522 87, A498 95, NCI-H460 101, NCI-H23 100, NCI-H226 88, HT29 103, NCI-H322M 98 and COLO 205 99.
c1cnc2cc3oc4ccccc4c3nc2c1 was read as RXF 393 110, NCI-H522 93, NCI-H460 105, NCI-H23 98, NCI-H226 88, HT29 110, NCI-H322M 103 and COLO 205 118.
`Cc1cc[n+](C)cc1C` gave RXF 393 102, NCI-H522 100, A498 97, NCI-H460 111, NCI-H23 105, NCI-H226 104, HT29 107, NCI-H322M 93 and COLO 205 116.
Screening FC(F)(F)c1[nH]ncc1-c1nc2ccc3n[nH]c(C#Cc4cccnc4)c3c2c2c1CCCC2 returned RXF 393 21, NCI-H522 29, NCI-H460 19, NCI-H23 34, NCI-H226 48, HT29 32, NCI-H322M 33 and COLO 205 33.
CCOC(=O)c1cc(-c2ccc(Cl)cc2)[nH]c1NNC(C)=O was read as RXF 393 160, NCI-H522 50, A498 164, NCI-H460 111, NCI-H23 106, NCI-H226 145, HT29 105, NCI-H322M 97 and COLO 205 136.
Screening COc1cc(N2C(=O)CSC2=S)cc(OC)c1OC returned RXF 393 102, NCI-H522 86, A498 103, NCI-H460 108, NCI-H23 101, NCI-H226 106, HT29 115, NCI-H322M 110 and COLO 205 103.
c1ccc(-c2c3c(cn2CCN2CCCC2)-c2oncc2CC3)cc1 was read as RXF 393 111, NCI-H522 99, A498 88, NCI-H460 113, NCI-H23 108, NCI-H226 97, HT29 109, NCI-H322M 117 and COLO 205 117.
Screening COc1ccc2cc(C(C)C(=O)Nc3ccc(S(=O)(=O)NC(C)=O)cc3)ccc2c1 (stereo unspecified) returned RXF 393 91, A498 93, NCI-H460 100, NCI-H23 103, NCI-H226 101, HT29 95, NCI-H322M 109 and COLO 205 107.
Screening CCOC(=O)c1ccccc1NC(=O)Nc1sc2c(c1C(N)=O)CCC(=O)C2 returned RXF 393 94, NCI-H522 97, A498 85, NCI-H460 108, NCI-H23 109, NCI-H226 102, HT29 108, NCI-H322M 107 and COLO 205 120.
`COc1ccc(C2=NOC(CC(=O)N3CC(C)OC(C)C3)C2)cc1OC1CCCC1` (stereo unspecified) gave RXF 393 109, NCI-H522 94, NCI-H460 104, NCI-H23 103, HT29 110 and NCI-H322M 102.
Screening CN(C)C1CCCC/C=C(/c2ccccc2)C1c1ccccc1 (stereo unspecified) returned RXF 393 73, NCI-H522 94, A498 91, NCI-H460 110, NCI-H23 103, NCI-H226 101, HT29 93, NCI-H322M 110 and COLO 205 90.
`COc1cc(/C=C/C(=O)c2ccc(Nc3nc(Nc4ccccc4)nc(Nc4ccc(Cl)cc4)n3)cc2)cc(OC)c1OC` gave RXF 393 59, NCI-H522 77, NCI-H460 50, NCI-H23 16, NCI-H226 39, HT29 47, NCI-H322M 73 and COLO 205 95.
`COc1cccc(CC(C)=C(c2ccc(OCCN(C)C)cc2)c2ccc(OCCN(C)C)cc2)c1` gave RXF 393 -63*, NCI-H522 -40*, A498 77, NCI-H460 -65*, NCI-H23 70, NCI-H226 31, HT29 -73*, NCI-H322M 1.0* and COLO 205 -70*.
For CC(=O)c1ccc(NC(=O)CSc2nc(-c3ccccc3)c(C#N)c(=O)[nH]2)cc1 the results were RXF 393 109, NCI-H522 79, A498 82, NCI-H460 111, NCI-H23 103, NCI-H226 94, HT29 104, NCI-H322M 116 and COLO 205 94.
For CCCC1CC(=O)NC1(C(=O)OCC)C(=O)OCC (stereo unspecified) the results were RXF 393 106, NCI-H522 112, NCI-H460 113, NCI-H226 92, HT29 115 and COLO 205 110.
COc1cc2nc(N3CCC[C@H](NC(=O)C4COc5ccccc5O4)C3)nc(N)c2cc1OC (stereo partly specified) was read as RXF 393 104&109, NCI-H522 100&79, A498 86&100, NCI-H460 109&107, NCI-H23 102&100, NCI-H226 101&94, HT29 104&97, NCI-H322M 100&96 and COLO 205 109&100.
Screening Clc1ccc(C2(c3ccccc3)Nc3ccccc3S2)cc1 (stereo unspecified) returned RXF 393 139, NCI-H522 98, A498 107, NCI-H460 102, NCI-H23 106, NCI-H226 104, HT29 118, NCI-H322M 122 and COLO 205 113.
`Cc1ccc(-c2nc3ccccc3s2)c(=O)n1NS(=O)(=O)c1ccccc1` gave RXF 393 102, NCI-H522 95, NCI-H460 105, NCI-H23 99, NCI-H226 74, HT29 109, NCI-H322M 99 and COLO 205 115.
For CSC1=NC=C(C#N)C2=NC(c3c(Cl)cccc3Cl)NN12 (stereo unspecified) the results were RXF 393 110, A498 110, NCI-H460 105, NCI-H23 100, NCI-H226 97, HT29 113, NCI-H322M 105 and COLO 205 104.
Screening Cc1ccc(-c2cc3nc(N(C)C)nc(-c4cccs4)n3n2)cc1 returned RXF 393 98, NCI-H522 89, A498 64, NCI-H460 97, NCI-H23 84, NCI-H226 87, HT29 91, NCI-H322M 96 and COLO 205 108.
For CC1(C)N=C(N)N=C(N)N1c1ccc(OCC(=O)N2CCOCC2)c(Cl)c1 the results were RXF 393 138, NCI-H522 52, A498 98, NCI-H460 20, NCI-H23 53, NCI-H226 91, HT29 32, NCI-H322M 61 and COLO 205 79.
For Nc1ncc(-c2ccc3ncnc(N4CCc5ccc(Cl)cc54)c3c2)cn1 the results were RXF 393 -29*, NCI-H522 -16*, A498 -55*, NCI-H460 4.0*, NCI-H23 12, NCI-H226 1.0*, HT29 1.7*, NCI-H322M -15* and COLO 205 -26*.
For Clc1ccccc1Nc1nc(Nc2cnc3ccccc3c2)c2[nH]cnc2n1 the results were RXF 393 98, NCI-H522 64, A498 78, NCI-H460 64, NCI-H23 76, NCI-H226 65, HT29 75, NCI-H322M 99 and COLO 205 88.
For CN(C)CCOC(=O)COc1ccc(Cl)cc1 the results were NCI-H522 107, A498 102, NCI-H460 108, NCI-H23 98, NCI-H226 108, HT29 106, NCI-H322M 112 and COLO 205 102.
`COc1cc2oc(-c3cccc(NC(=O)c4cccc(C#N)c4)c3)cc(=O)c2c(OC)c1OC` gave NCI-H522 72, A498 94, NCI-H460 102, NCI-H23 93, NCI-H226 100, HT29 91, NCI-H322M 96 and COLO 205 103.

At a glance, some entries already given:
Screening COc1cc(N2C(=O)CSC2=S)cc(OC)c1OC returned RXF 393 102, NCI-H522 86, A498 103, NCI-H460 108, NCI-H23 101, NCI-H226 106, HT29 115, NCI-H322M 110 and COLO 205 103.
c1ccc(-c2c3c(cn2CCN2CCCC2)-c2oncc2CC3)cc1 was read as RXF 393 111, NCI-H522 99, A498 88, NCI-H460 113, NCI-H23 108, NCI-H226 97, HT29 109, NCI-H322M 117 and COLO 205 117.
Screening COc1ccc2cc(C(C)C(=O)Nc3ccc(S(=O)(=O)NC(C)=O)cc3)ccc2c1 (stereo unspecified) returned RXF 393 91, A498 93, NCI-H460 100, NCI-H23 103, NCI-H226 101, HT29 95, NCI-H322M 109 and COLO 205 107.
Screening CCOC(=O)c1ccccc1NC(=O)Nc1sc2c(c1C(N)=O)CCC(=O)C2 returned RXF 393 94, NCI-H522 97, A498 85, NCI-H460 108, NCI-H23 109, NCI-H226 102, HT29 108, NCI-H322M 107 and COLO 205 120.
`COc1ccc(C2=NOC(CC(=O)N3CC(C)OC(C)C3)C2)cc1OC1CCCC1` (stereo unspecified) gave RXF 393 109, NCI-H522 94, NCI-H460 104, NCI-H23 103, HT29 110 and NCI-H322M 102.
Screening CN(C)C1CCCC/C=C(/c2ccccc2)C1c1ccccc1 (stereo unspecified) returned RXF 393 73, NCI-H522 94, A498 91, NCI-H460 110, NCI-H23 103, NCI-H226 101, HT29 93, NCI-H322M 110 and COLO 205 90.
`COc1cc(/C=C/C(=O)c2ccc(Nc3nc(Nc4ccccc4)nc(Nc4ccc(Cl)cc4)n3)cc2)cc(OC)c1OC` gave RXF 393 59, NCI-H522 77, NCI-H460 50, NCI-H23 16, NCI-H226 39, HT29 47, NCI-H322M 73 and COLO 205 95.

Screening data from PubChem.
